# hERG protect: compounds protecting human hERG from proarrhythmic drug block; AID 1511; Q12809; CHO-hERG, FluxOR thallium flux, dofetilide IC70 present; 310,000 compounds, 0.51% hits; activation (rescue from dofetilide block), less the hit threshold, % at 10 µM;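 active means activation above the mean of controls blocked by dofetilide plus 5 SD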;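 further: thallium influx through hERG after potassium depolarization seen as dye fluorescence rise; in these data hits start at about 4.7%; inactives centre near -7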
# GSK3B inh: human GSK3beta kinase inhibition; 300,000 compounds, 0.038% hits; activity score (negative = inhibition), % at 10 µM; GST-GSK3beta kinase, ADP-Glo luminescence, 60 min; stronger effect = lower value; P49841; AID 2097;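 active means more than half of replicate wells score below -50%, meaning over 50% inhibition versus plate controls; inconclusive means some replicates but at most half score below -50%; inactive means no replicate scores below -50%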;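 further: 0% = median DMSO wells and -100% = median GW8510 positive control wells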
# Target sequence (P49841 whole entry, looked up): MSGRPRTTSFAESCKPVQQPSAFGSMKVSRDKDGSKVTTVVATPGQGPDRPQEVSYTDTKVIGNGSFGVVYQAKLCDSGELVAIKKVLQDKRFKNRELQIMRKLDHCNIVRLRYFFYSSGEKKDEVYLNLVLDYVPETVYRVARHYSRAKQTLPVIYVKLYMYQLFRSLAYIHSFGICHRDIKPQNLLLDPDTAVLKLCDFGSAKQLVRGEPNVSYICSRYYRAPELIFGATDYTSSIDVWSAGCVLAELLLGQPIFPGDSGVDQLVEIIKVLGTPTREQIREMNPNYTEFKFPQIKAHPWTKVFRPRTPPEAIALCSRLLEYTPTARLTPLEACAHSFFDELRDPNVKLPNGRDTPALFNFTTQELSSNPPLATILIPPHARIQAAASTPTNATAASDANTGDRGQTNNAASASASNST
#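 Test system – GST-tagged human GSK3beta kinase, cell-free · Incubation – 60 min enzyme reaction, room temperature · Signal – ADP-Glo luminescence · Also added – peptide substrate and ATP at 25 µM · Controls – DMSO neutral wells and GW8510 at 20 µM as positive · Buffer or medium – Tris/MgCl2 kinase buffer · Measure – Luminescence-derived activity versus plate DMSO and GW8510 wells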
# RGS4 pot: potentiators or activators of RGS4; HEK293 M3R/inducible RGS4, carbachol calcium flux Fluo4; stronger effect = lower value; B-score at 10 µM; 310,000 compounds, 0.92% hits; AID 463111;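 active means B-score of the integrated calcium signal more than 4 SD below the library mean, with starting fluorescence not abnormally high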;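 further: negative B-score means reduced calcium response which marks RGS4 activation or potentiation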
#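 System – HEK293 FlpIn-TREx cells, stable M3R, doxycycline-inducible RGS4 · Reagent – ECmax carbachol challenge · Times – compound preincubation 20 min at room temperature before agonist · Technique – Fluo4 fluorescence kinetic imaging of calcium · Measure – B score of integrated Fluo4 ratio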
# GSK3 alpha inh: inhibitors of human GSK-3 alpha kinase; P49840; ADP-Glo luminescence, 60 min; inhibition, % at 10 µM; 320,000 compounds, 0.1% hits; AID 2650;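 in the data active means inhibition above about 50%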;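 further: GST-tagged GSK-3 alpha with peptide substrate and 25 µM ATP; 0% = DMSO neutral wells and 100% = GW8510 positive control wells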
# Target sequence (P49840 whole entry, looked up): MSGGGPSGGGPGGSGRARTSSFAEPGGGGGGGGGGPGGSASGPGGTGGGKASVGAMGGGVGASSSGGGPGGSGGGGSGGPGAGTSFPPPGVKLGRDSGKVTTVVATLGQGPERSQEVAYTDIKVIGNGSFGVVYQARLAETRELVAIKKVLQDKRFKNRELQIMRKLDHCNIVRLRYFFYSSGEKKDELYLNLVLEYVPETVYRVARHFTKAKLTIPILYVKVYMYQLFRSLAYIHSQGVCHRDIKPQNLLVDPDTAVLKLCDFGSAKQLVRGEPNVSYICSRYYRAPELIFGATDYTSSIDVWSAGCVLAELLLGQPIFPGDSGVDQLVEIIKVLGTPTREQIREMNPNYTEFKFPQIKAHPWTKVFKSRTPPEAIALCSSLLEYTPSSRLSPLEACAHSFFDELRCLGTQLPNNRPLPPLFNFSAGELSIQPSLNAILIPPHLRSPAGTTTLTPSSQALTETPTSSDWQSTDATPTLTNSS
# DYRK1A inh: blocks rat Dyrk1A kinase activity; ADP-Glo luminescence, NFATc1 peptide; 310,000 compounds, 0.43% hits; inhibition, % at 12.5 µM; in the data active means inhibition above about 50%;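 further: plate controls were vehicle with enzyme for no effect and no enzyme for full effect; many of its hits are not listed in these tables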
# KCNK9 block: human KCNK9 channel inhibition; 310,000 compounds, 1.2% hits; B-score at 10 µM; HEK293 KCNK9, FluxOR thallium flux fluorescence; stronger effect = lower value; Q9NPC2; AID 488922;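 active means ratio B-score over 3 SD below the library mean, with starting fluorescence within 5 SD of its mean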;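 further: negative B-score means less thallium flux so channel inhibition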
# KCNQ1 act: potentiates or activates the human KCNQ1 potassium channel; P51787; CHO-K1 KCNQ1, thallium flux FluxOR fluorescence; stronger effect = higher value; B-score at 10 µM; 310,000 compounds, 0.35% hits; AID 2648;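 active means fluorescence ratio B-score, a plate-corrected score, at least three library SD, with initial intensity B-score within 5 SD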
#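 Assay system: CHO-K1 cells stably expressing KCNQ1. Medium: assay buffer for compound exposure, DMSO matched across wells. Timing: 37 °C overnight plating, 90-min dark dye load, 20-min compound pretreatment. Signal: kinetic FluxOR fluorescence, 10 s baseline plus 110 s post-stimulus.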
# PolyA inh: blocks polyadenylation in yeast reporter cells. S. cerevisiae SKY197-pL101 polyadenylation reporter, beta-gal luminescence; efflux-impaired pdr1/pdr3 knockout yeast; score 100 = 6 SD above DMSO. calls only at 12 µM. 300,000 compounds, 0.02% hits. AID 1875;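 active means lowest replicate activity score at least 50, where 100 means six control SD above control mean; inconclusive means lowest score under 50 but half or more replicates reach 50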;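 further: yeast exposed to compound for 9 h at 30 °C; higher score means more reporter readthrough which indicates perturbed polyadenylation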
# KCNK3 block: human KCNK3 channel inhibition, primary screen. O14649. CHO-KCNK3 thallium flux, FluxOR fluorescence; stronger effect = lower value. B-score at 10 µM. 340,000 compounds, 0.84% hits;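 active means B-score under library mean minus 4 SD, starting fluorescence ratio at most library mean plus 5 SD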;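 further: more negative B-score means stronger inhibition of thallium flux through KCNK3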
# HDAC3 inhib: human HDAC3 inhibition; O15379; recombinant HDAC3, fluorogenic peptide/trypsin coupled, fluorescence; inhibition, % at 8.3 µM; 320,000 compounds, 0.15% hits; AID 2718; in the data active means inhibition above about 26%, passing the limit was not always enough; inconclusive means no clear call, values can overlap the other calls
# KCNQ1 block: blocks the human KCNQ1 potassium channel | P51787 | CHO-K1 KCNQ1, FluxOR thallium flux fluorescence; stronger effect = higher value | B-score at 10 µM | 310,000 compounds, 1.3% hits | AID 2642;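 active means compounds whose thallium flux B-score, printed positive for inhibition, exceeds three library SD while starting fluorescence stays within three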;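 further: channel opened by potassium depolarization with thallium stimulus after 20 min compound exposure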
# Starred values were filed as active, the others as inactive; i = inactive; ? = inconclusive; . = no result given. These rows are one share of the data; the hit share may differ from the screen's.
canonical_smiles	RGS4 pot	GSK3B inh	KCNQ1 act	KCNK9 block	PolyA inh	HDAC3 inhib	DYRK1A inh	KCNK3 block	GSK3 alpha inh	hERG protect	KCNQ1 block
Cc1nc(-c2ccc(F)cc2)c(CC(=O)Nc2ccc(C)c(S(=O)(=O)N3CCOCC3)c2)s1	i	-1	i	i	i	3	-3	i	1	-14	i
CCC(C(=O)OCC(=O)Nc1cccc(OC)c1)c1ccccc1 (centres undefined)	i	-3	i	i	i	.	4	i	0	-18	i
CCc1c(O)nc(SCC(=O)N2CCc3cc(OC)c(OC)cc3[C@@H]2C)[nH]c1=O	i	1	i	i	i	0	5	i	-2	-5	i
COC(C[C@@H](O)[C@@H](C)[C@@H](O)COCc1ccccc1)OC	i	-1	i	i	i	.	-2	i	.	-9	i
COc1cc(/C=C2/NC(=O)N(Cc3ccccc3F)C2=O)cc(OC)c1OC	i	-1	i	i	i	-4	4	i	-1	-19	i
Cc1nnc(SCC(=O)N/N=C/c2cn(-c3ccccc3)nc2-c2ccc(F)cc2)n1-c1ccccc1	i	1	i	i	i	-2	-1	i	-3	-8	i
CCCn1c(SCC(N)=O)nnc1C(C)C	i	0	i	i	i	?	5	i	1	-2	i
Cc1cc(Nc2cccc(Cl)c2)c2ccccc2n1	i	1	i	i	i	4	5	i	4	-13	i
CN(CCNC(=O)C1CCC(=O)N(Cc2cccc(F)c2)C1)CCc1ccccc1 (centres undefined)	i	2	i	i	i	-1	-2	i	-2	-6	i
CN(CC(=O)Nc1ccccc1Cl)C(=O)C1CCN(C(=O)c2ccc(Cl)cc2)CC1	i	4	i	i	i	-1	-20	i	0	-6	i
CN1CCN(c2ccccc2NC(=O)COc2ccccc2)CC1	i	-1	i	i	i	6	5	i	.	-10	i
CC(NC(=O)NC(=O)c1cccc([N+](=O)[O-])c1)C1CC1 (centres undefined)	i	3	i	i	i	2	1	i	3	-12	i
CC(C)Oc1cccc(C(=O)C2CCCN(C(=O)c3noc4c3CCCC4)C2)c1 (centres undefined)	i	-5	i	i	i	2	-6	i	.	-6	i
CC(=O)N1CCOc2ccc(S(=O)(=O)NCC3CCC(C(=O)Nc4ncccc4C)CC3)cc21 (centres undefined)	i	-1	i	i	i	1	3	i	0	-7	i
O=C(N/N=C/C=C/c1ccccc1)c1ccccc1Br	i	2	i	i	i	3	2	i	1	-6	i
Cc1ccc(C(=O)/C=C/Nc2ccc(S(=O)(=O)Nc3cc(C)nc(C)n3)cc2)cc1	i	-6	i	i	i	-4	-4	i	0	-11	i
COc1cc(C(=O)Nc2nccs2)ccc1OCc1c(C)noc1C	i	-2	i	i	i	3	-6	i	4	-5	i
COC(=O)N1C(=O)[C@](c2ccccc2)(C2CCCC2)N1C(=O)OC	i	-4	i	i	i	3	6	i	-2	-8	i
O=C(CCC1CCCN(C(=O)c2ccc(F)c(F)c2)C1)N1CCN(c2ccccn2)CC1 (centres undefined)	i	-1	i	i	i	-8	4	i	-4	-15	i
COC(=O)CC1SCCNC1=O (centres undefined)	i	2	i	i	i	-1	4	i	0	-9	i

# (further entries)
canonical_smiles	RGS4 pot	GSK3B inh	KCNQ1 act	KCNK9 block	PolyA inh	HDAC3 inhib	DYRK1A inh	KCNK3 block	GSK3 alpha inh	hERG protect	KCNQ1 block
CC1=CC(=O)OC1Cc1ccncc1 (centres undefined)	i	-1	i	i	i	2	-1	i	-1	-8	i
NS(=O)(=O)c1ccc(CCNC(=O)C2CCN(S(=O)(=O)c3cccc4cccnc34)CC2)cc1	i	-3	i	i	i	0	.	i	-2	-12	i
Cc1cc(C)cc(OCC(=O)OCC(=O)NCc2cccs2)c1	i	-2	i	i	i	7	2	i	2	-10	i
Cc1c2cnn(CC(=O)NCc3ccccn3)c(=O)c2c(C)n1Cc1ccccc1	i	1	i	i	i	-2	6	i	1	-8	i
CCOC(=O)C1CCN(CC(O)COc2ccc(C(=O)CC)cc2)CC1 (centres undefined)	i	-3	i	i	i	4	-3	i	-3	-7	i
Cc1sc2nc(SCC(=O)NCc3ccco3)n(CCc3ccccc3)c(=O)c2c1C	i	2	i	i	i	-5	-2	i	3	-12	i
CCCCC(=O)Nc1ccc(NC(=O)c2ccc(C)c([N+](=O)[O-])c2)cc1OC	i	2	i	i	i	8	-7	i	-1	-7	i
NC(=O)c1cc2cc(Br)ccc2o/c1=N/NC(=O)c1cccc(F)c1	i	-2	i	i	i	-4	4	i	-5	-3	i
O=C(O)CSc1nc(-c2ccccc2)nc2c1CCCC2	i	0	i	i	i	4	-2	i	-7	-8	i
COCCc1nnc(NC(=O)C23CC4CC(CC(C4)C2)C3)s1	i	-1	i	i	i	-2	7	i	-1	-2	i
Cc1ccccc1NC(=O)c1c(-c2ccccc2)noc1C	i	-1	i	i	i	6	-1	i	-1	-6	i
COc1ccc(C(C)=O)cc1CN1C(=O)NC2(CCCCC2)C1=O	i	0	i	i	i	3	1	i	-2	-15	i
CC(C)(C)OC(=O)CN1C(=O)S/C(=C\c2ccc(-c3cccc(C(=O)O)c3)o2)C1=O	i	-3	i	i	i	-4	.	.	-4	-12	i
O=C(CN(C1CCCCC1)S(=O)(=O)c1ccccc1)NCC1CCCO1 (centres undefined)	i	0	i	i	i	.	-7	i	.	-7	i
CCc1ccc(N(CC(=O)Nc2ccc(OC)cc2OC)S(C)(=O)=O)cc1	i	5	i	i	i	9	9	i	-4	-7	i
Brc1ccc(N=Nc2ccc3ccccc3n2)cc1	i	-4	i	-10*	i	-1	12	i	0	-7	i
C=CCc1cccc(OC)c1OCCOCCNCCO	i	.	i	i	i	-1	-5	i	-1	-6	i
Cc1ccccc1NC(=O)c1ccc(CN2CC(=O)N3CCCCC3C2=O)cc1 (centres undefined)	i	1	i	i	i	-2	5	i	-2	-6	i
Cc1nn(-c2ccccc2)c(C)c1/C=C1\C(=O)N(C)C(=S)N1C	i	0	i	i	i	12	-8	i	0	-11	i
CCOC(=O)c1ccc(NC(=O)NNC(=O)CCc2ccc(OC)cc2)cc1	i	-2	i	i	i	-1	2	i	-4	-5	i

# Next results:
canonical_smiles	RGS4 pot	GSK3B inh	KCNQ1 act	KCNK9 block	PolyA inh	HDAC3 inhib	DYRK1A inh	KCNK3 block	GSK3 alpha inh	hERG protect	KCNQ1 block
CC(C)(C)NC(=O)c1ccc(NC(=O)c2ccccc2-c2ccccc2C(=O)O)cc1	i	1	i	i	i	8	1	i	-1	-2	i
COc1ccc(-c2cc(C(=O)N(C)Cc3cccc(OC)c3OC)c3ccccc3n2)cc1OC	i	-1	i	i	i	2	-6	i	-1	-12	i
C/C(=N\Nc1cc(C)nc(-c2ccccc2O)n1)c1ccccc1	i	-2	i	i	i	14	-3	i	-5	-12	i
CC(C)CCc1noc(CN(CC2CCC2)CC2CCCO2)n1 (centres undefined)	i	1	i	i	i	.	1	i	1	-7	i
CCOC(=O)c1cc(S(=O)(=O)Nc2ccc(F)cc2F)cn1C	i	3	i	i	i	0	-2	i	-11	-1	i
COc1cc(OC)nc(S(C)(=O)=O)n1	i	-1	i	i	i	-1	-5	i	-2	-7	i
CC1(C(=O)OCC(=O)Nc2ccccc2)CC1(Cl)Cl (centres undefined)	i	2	i	i	i	.	.	i	.	-4	i
COc1ccc(NC(=O)CSc2ccccc2)cc1S(=O)(=O)N1CCOCC1	i	-4	i	i	i	-1	-2	i	1	-5	i
COC(=O)COc1c(Cl)cc(C(c2c(C)[nH][nH]c2=O)c2c(C)[nH][nH]c2=O)cc1OC	i	2	i	i	i	1	0	i	-1	-2	i
O=C(COC(=O)c1cnccn1)Nc1cccc2ccccc12	i	5	i	i	i	6	.	i	-1	-10	i
COc1cc(OC)c(OC)cc1CN1CCSCC1	i	3	i	i	i	2	7	i	-2	-8	i
Cc1ccc(NC(=O)c2cc([N+](=O)[O-])ccc2NCc2cccnc2)cc1	i	-4	i	i	i	-3	-2	i	-2	-7	i
CCCc1nnc(NC(=O)CCC(=O)N2CCN(Cc3ccc(OC)c(F)c3)CC2)s1	i	-5	i	i	i	13	-1	i	2	-7	i
O=C(CCn1c(=S)oc2ccccc21)Nc1cccc(O)c1	i	2	i	i	i	-2	-7	i	-2	-8	i
O=C1NCCCC1C(=O)N/N=C/c1cccc([N+](=O)[O-])c1 (centres undefined)	i	-9	i	i	i	-3	3	i	-3	-7	i
COc1ccc(CCC(=O)Nc2ccc3c(c2)OCO3)cc1OC	i	0	i	i	i	0	2	i	-3	-4	i
COc1cccc(OC)c1C(=O)Nc1ccc(C)cc1C(=O)c1ccccc1	i	3	i	i	i	-2	0	i	0	-20	i
O=C(CSCc1ccc(Br)cc1)NCCc1ccccc1	i	0	i	i	i	13	.	i	-4	-9	i
O=C(NC1CCN(Cc2ccccc2)CC1)c1ccccc1OCc1ccccc1Cl	i	0	i	-7.8*	i	-7	12	-11*	-1	-17	i
COc1ccc(N2CCN(C(=O)CN3C(=O)c4ccccc4S3(=O)=O)CC2)cc1	i	2	i	i	i	1	5	i	-1	-10	i

# (next part)
canonical_smiles	RGS4 pot	GSK3B inh	KCNQ1 act	KCNK9 block	PolyA inh	HDAC3 inhib	DYRK1A inh	KCNK3 block	GSK3 alpha inh	hERG protect	KCNQ1 block
CCc1noc(C)c1C(=O)NNC(=O)c1ccc(F)cc1	i	-9	i	i	i	1	1	i	11	-13	i
CC(CNS(=O)(=O)c1ccc(Br)cc1)CN(C)C (centres undefined)	i	3	i	i	i	0	.	i	0	-8	i
COc1cccc(NC(=O)c2ccccc2Br)c1	i	-3	i	i	i	-7	.	i	-2	-6	i
O=C(NCCN1CCCCC1)Nc1ccc(Cl)cc1	i	1	i	i	i	4	0	i	-3	-3	i

# Some entries already given with just KCNK9 block, RGS4 pot and hERG protect:
mol | KCNK9 block | RGS4 pot | hERG protect
O=C(N/N=C/C=C/c1ccccc1)c1ccccc1Br | i | i | -6
Cc1ccc(C(=O)/C=C/Nc2ccc(S(=O)(=O)Nc3cc(C)nc(C)n3)cc2)cc1 | i | i | -11

# Screens: PubChem, several laboratories
